Screens from PubChem.
PPC-1+TRAIL kill – compounds killing PPC-1 cancer cells with TRAIL present, primary screen, TRAIL potentiator project, ATPLite luminescence, uHTS | PPC-1 cells + TRAIL, ATPLite viability luminescence | cell killing (% activity), % at 4 µM | 220,000 tested, 0.41% active;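 active = cell killing above 50% in the first pass at 4 µM, then a duplicate retest at 5 µM averaging 50% or more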;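 also: plate controls were cells with TRAIL plus DMSO for no effect and medium-only wells lacking cells for full effect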
EP2 antag – human EP2 receptor antagonists, primary screen, TR-FRET cAMP, C6 glioma cells. Prostaglandin E2 receptor EP2 subtype (Homo sapiens), P43116. C6 glioma cells expressing human EP2; cells stimulated with saturating PGE2. inhibition, % at 25 µM. 260,000 tested, 0.52% active. AID 1422, 2008;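 active = percent inhibition above 40 after rounding to a whole number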;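 also: rat C6 glioma host cells with rolipram phosphodiesterase inhibitor present; the protocol text gives 20 µM as final concentration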
Target sequence (P43116 whole entry, looked up): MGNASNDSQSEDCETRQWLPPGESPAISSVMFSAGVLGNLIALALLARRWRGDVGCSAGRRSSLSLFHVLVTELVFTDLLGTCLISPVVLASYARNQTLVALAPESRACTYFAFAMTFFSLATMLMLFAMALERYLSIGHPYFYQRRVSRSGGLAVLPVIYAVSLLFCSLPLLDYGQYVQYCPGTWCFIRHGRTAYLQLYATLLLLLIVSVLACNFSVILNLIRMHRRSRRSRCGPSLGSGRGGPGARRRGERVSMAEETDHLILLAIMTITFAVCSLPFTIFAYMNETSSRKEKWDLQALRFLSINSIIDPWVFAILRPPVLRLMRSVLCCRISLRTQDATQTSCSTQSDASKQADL
NPY-Y1 antag – NPY-Y1 receptor antagonists, primary screen, cell-based. AID 1040, 2008. inhibition, % at 3.6 µM. HEK293-CNG Y1 cells, membrane potential fluorescence; NPY at EC95, then isoproterenol. 200,000 tested, 1% active;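 active = inhibition above the campaign mean inhibition of all tested compounds plus 3 SD, cut at about 20% in these data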;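 also: 0% = DMSO wells given NPY plus isoproterenol and 100% = isoproterenol alone without NPY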
Target sequence (P25929 whole entry, looked up): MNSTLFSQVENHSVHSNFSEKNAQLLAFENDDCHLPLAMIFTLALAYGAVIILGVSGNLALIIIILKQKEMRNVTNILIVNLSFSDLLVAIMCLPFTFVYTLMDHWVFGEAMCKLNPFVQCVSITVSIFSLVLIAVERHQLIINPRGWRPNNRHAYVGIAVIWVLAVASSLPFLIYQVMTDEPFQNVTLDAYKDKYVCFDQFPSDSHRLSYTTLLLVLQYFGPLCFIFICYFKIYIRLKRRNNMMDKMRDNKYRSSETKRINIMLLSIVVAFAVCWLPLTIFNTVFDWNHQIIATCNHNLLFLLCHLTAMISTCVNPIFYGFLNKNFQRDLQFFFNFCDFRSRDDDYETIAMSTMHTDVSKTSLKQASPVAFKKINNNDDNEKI
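Assay system: HEK293 cells with Y1 receptor plus CNG channel | Probe or stimulus: NPY (25 nM), isoproterenol (1 µM), Ro 20-1724 (25 µM) | Timing: Compound incubation 1 h at room temperature, readout 45 min post-stimulation | Measured by: Membrane-potential fluorescent dye readout | Benchmarks: High control isoproterenol alone, low control NPY with isoproterenol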
TRPML3 ag – human TRPML3 channel agonists, primary screen, cell-based, HEK293 TRPML3-YFP, Fluo-8 calcium fluorescence, 3 µM; Mucolipin-3 (Homo sapiens), Q8TDD5; 100% = the carbachol control signal; activation, % at 3 µM; 220,000 tested, 0.29% active; AID 1448, 2008;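 active = activation above its plate's cutoff, the mean activation of the plate's test wells plus 3 SD, cut at about 12% in these data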;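 also: 0% = DMSO only wells and 100% = carbachol wells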
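Material: TRPML3-YFP stable HEK293 cells | Dosing: One concentration, 3 µM nominal, 0.3% DMSO | Timing: 125 s total fluorescence read per well | Technique: Fluo-8 calcium dye fluorescence, ex 470-495, em 515-575 nm | Measure: Percent activation from peak-to-basal fluorescence ratio, scaled between DMSO and carbachol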
14-3-3 Bad PPI – inhibitors of 14-3-3 zeta/Bad binding, primary screen, biochemical, TR-FRET, bovine 14-3-3 zeta; 14-3-3 protein zeta/delta (Bos taurus), P63103; TR-FRET 14-3-3zeta/Dy647-pBad peptide displacement, 1 h; inhibition, % at 21.7 µM; 220,000 tested, 0.71% active; AID 781, 2007;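 active = inhibition above about 70%, limit read from the data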;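 also: 0% = full 14-3-3 plus peptide FRET controls and 100% = background without 14-3-3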
Target sequence (P63103 whole entry, looked up): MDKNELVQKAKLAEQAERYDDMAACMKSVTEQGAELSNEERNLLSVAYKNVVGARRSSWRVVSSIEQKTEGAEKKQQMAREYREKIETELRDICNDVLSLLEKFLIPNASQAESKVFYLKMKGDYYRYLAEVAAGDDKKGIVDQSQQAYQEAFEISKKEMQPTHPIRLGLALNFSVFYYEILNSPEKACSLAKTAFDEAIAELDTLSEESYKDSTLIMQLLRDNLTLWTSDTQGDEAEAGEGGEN
CHOP inh – inhibitors of CHOP promoter induction, primary screen, cell-based, unfolded protein response, luciferase reporter; CHO-K1 CHOP-promoter luciferase, tunicamycin-induced, 15-18 h; inhibition, % at 10 µM; 220,000 tested, 3.8% active; AID 2732, 2010;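 active = compounds that reduced the stress-induced luciferase reporter signal by more than about 70% of percent inhibition, limit read from the data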;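 also: 0% = tunicamycin plus vehicle and 100% = wells without tunicamycin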
NPY1 pot ag – NPY-Y1 receptor potentiators or agonists, primary screen, cell-based; Neuropeptide Y receptor type 1 (Homo sapiens), P25929; NPY-Y1 expressing cells, potentiator/agonist activation; activation, % at 3.6 µM; 220,000 tested, 0.37% active; AID 1304, 2008; in the data active = activation above about 33%, passing the limit was not always enough;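 also: cells stimulated with NPY at EC10 then isoproterenol at EC100; 0% = low agonist plus stimulus and 100% = saturating agonist plus stimulus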
EP2 mod – EP2 receptor modulators, cAMP readout, primary screen, cell-based, HTRF cAMP, PGE2 stimulation; Prostaglandin E2 receptor EP2 subtype (Homo sapiens), P43116; induction, % at 25 µM; 260,000 tested, 0.83% active; EP2-expressing cells, cAMP HTRF FRET, PGE2 co-stimulation;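 active = compounds whose cAMP rise, as percent of the full-agonist control response, exceeds 60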;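 also: rat C6 glioma line stably carrying human EP2 under a CMV promoter; the protocol text gives 20 µM as final concentration; 100% = response of wells given 1 µM PGE2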
TRPN1 ag – zebrafish TRPN1 channel agonists, primary screen, cell-based, HEK293, calcium fluorescence | transient receptor potential cation channel N1 (TRPN1/NompC), Danio rerio | HEK293 zebrafish TRPN1-YFP, Fluo-8 calcium fluorescence; 100% = response to 87 µM carbachol | activation, % at 3 µM | 220,000 tested, 0.18% active;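 active = activation above its plate's cutoff, the mean activation of test wells on that plate plus 3 SD, cut at about 19% in these data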;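 also: 0% = DMSO alone and 100% = 87 µM carbachol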
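Assay system: Zebrafish TRPN1-YFP in HEK293 cells | Incubation: Dye loading 1 h at 37 °C, then 30 min room temperature | Measured by: Kinetic Fluo-8 fluorescence, ex 470-495, em 515-575 nm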
Starred values were filed as active, the others as inactive; . = no result given; & = joins results of further samples; [ ] = remark or other dose.

SMILES	PPC-1+TRAIL kill	EP2 antag	NPY-Y1 antag	TRPML3 ag	14-3-3 Bad PPI	CHOP inh	NPY1 pot ag	EP2 mod	TRPN1 ag
COc1ccc(/C=N/n2c(=O)[nH]c3c([nH]c4ccc(Cl)cc43)c2=O)cc1CN1CCCCC1	-6	5	.	0.4	16	19	19	1	0.0
CSc1ccc(Cl)c(C(=O)Nc2nccs2)c1	-6	5	.	-0.1	0	-6	22	15	-0.4
CCOC(=O)c1cc2c(=O)n3ccccc3nc2n(Cc2ccco2)c1=NC(=O)c1ccc(OC)cc1OC	23	14	-2	-1.3	-9	-3	-13	-40	-1.5
CC1C2NC(=O)N(Cc3ccccc3)C1(C)Oc1ccccc12 (configuration not stated)	-9[5 µM]	10	-4	1.0	-11	-3	4	13	-1.4
CCOP(=O)(c1ccccc1)c1nc(-c2ccccc2C)oc1N1CCCCC1 (configuration not stated)	15	5	5	-0.3	1	91*	10	70*	-1.0
CCOC(=O)/C=C1\Nc2ccccc2OC1=O	25	5	4	0.0	-5	5	-6	20	0.7
CCN(CC)c1ccc(C2C(C(=O)OC)=C(C)NC(C)=C2C(=O)OC)cc1	-5	11	3	0.1	8[fluorescence artefact?]	60	6	14	0.6
CN(CC(=O)NCCc1ccc(F)cc1)Cc1cccs1	-9	5	4	-0.1	37	-4	2	-15	0.4
FC(F)(F)c1ccc(/C=N/N2CCN(Cc3ccccc3)CC2)cc1	4	13	1	0.8	-7	68	-6	0	-0.5
CC(CCCCC(=O)Nc1ccc(C(F)(F)F)cc1)NCCc1cnc[nH]1 (configuration not stated)	6	13	-2	0.8	0	9	3	.	-0.9
O=C1CC(NCC2CCCO2)C(=O)N1c1ccc(F)cc1 (configuration not stated)	6	10	7	0.9	-17	-6	-11	33	0.8
O=S(=O)(c1ccccc1)c1nc(NC2CC2)sc1Cl	22	5	5	0.1	-2	9	0	-23	0.5
COc1ccc(CNC(=O)COC(=O)c2ccc(F)c(S(=O)(=O)N3CCCCC3)c2)cc1OC	15	9	.	2.9	0	6	-16	9	5.4
COc1cccc2c1C(=O)C=C(C)C2=O	27	21	5	0.4	10	4	51*	-64	0.1
CN(CC(=O)NCc1ccco1)S(=O)(=O)c1cccc2cccnc12	36	13	6	0.1	3	12	8	4	1.6
O=C(Nc1cccc(Cl)c1)N(CCCN1CCOCC1)Cc1ccccc1F	-9	9	3	1.4	4	63	-12	-5	0.8
O=C(NCc1ccc(F)cc1)c1ccc(Br)o1	11	1	-1	0.3	-5	-6	4	16	0.4
CCN(CC)C(=O)Cn1cc(C(=O)C2CC2)c2ccccc21	-10	12&5	6	0.7	1	2	0	-2&2	-0.3
CCOc1ccc(S(=O)(=O)N2Cc3ccccc3CC2C(=O)O)cc1 (configuration not stated)	-4	5	.	0.8	-2	-11	-20	1	1.0
Cc1ccc(C)c(N(C)S(=O)(=O)c2cccc3nsnc23)c1	6	10	3	1.0	7	35	6	26	-1.4
CC1(C)Cc2nc(Cl)c(C(N)=O)cc2CO1	11	4	.	0.2	1	-6	4	-9	2.1
COc1ccc(-c2nnc(CSc3nnc(-c4ccncc4)n3C3CCCCC3)o2)cc1OC	12	4	4	0.6	-7[fluorescence artefact?]	-26	9	5	1.0
COC(=O)c1ccccc1N=Nc1c(C)noc1C	6	5	.	-0.4	0	1	8	-5	-2.7
CNc1c(C(=O)O)ccc2c1C(=O)c1ccccc1C2=O	24	6	4	0.2	-18[fluorescence artefact?]	-16	-5	10	-0.6

Three compounds out of the list above, ordered by the value under 14-3-3 Bad PPI, falling.
canonical_smiles	NPY-Y1 antag	TRPML3 ag	14-3-3 Bad PPI	CHOP inh	NPY1 pot ag	EP2 mod
COc1cccc2c1C(=O)C=C(C)C2=O	5	0.4	10	4	51*	-64
Cc1ccc(C)c(N(C)S(=O)(=O)c2cccc3nsnc23)c1	3	1.0	7	35	6	26
O=C(NCc1ccc(F)cc1)c1ccc(Br)o1	-1	0.3	-5	-6	4	16

Following part:
SMILES	PPC-1+TRAIL kill	EP2 antag	NPY-Y1 antag	TRPML3 ag	14-3-3 Bad PPI	CHOP inh	NPY1 pot ag	EP2 mod	TRPN1 ag
Cc1ccc2nc(SCC(=O)Nc3cccc(S(=O)(=O)N(C)C)c3)[nH]c2c1	26	4	-3	-0.5	-12[fluorescence artefact?]	31	-1	2	0.6
CCCOC(=O)CCNc1n[nH]c(=O)[nH]c1=O	2	4	8	0.5	-9	-7	13	11	-0.1
Cc1cc(NC(=O)CN2CCC(O)(c3cccc(F)c3)CC2)no1	11	9&4	-5	-0.1	5[fluorescence artefact?]	-4	10	8&7	0.9
COc1ccc(-n2nc3ccccc3n2)cc1	-2	11	3	-0.6	-10	-6	-10	10	-1.6
O=C(Nc1ccc(C(F)(F)F)cc1)c1cnc(N2CCN(c3ccccn3)CC2)c2ccccc12	.	1	3	0.9	-17	81*	-8	-13	1.7
CCC(C)NC(=O)CSc1nnc(-c2ccc(C(C)(C)C)cc2)n1C (configuration not stated)	8	6	5	1.3	0[fluorescence artefact?]	22	8	17	0.9
Cn1c(=O)oc2cc(S(=O)(=O)NCCC(=O)N3CCc4ccccc43)ccc21	18	.	1	0.0	5[fluorescence artefact?]	15	8	16	0.9
Cc1noc(C)c1COC(=O)c1cnc(Cl)c(Cl)c1	46	7	-11	1.1	-6	-24	26	15	-1.1
CCOc1ccc(N2C(=O)CC(NNc3nc4ccccc4s3)C2=O)cc1 (configuration not stated)	2	5	.	0.7	-3	-2	14	-55	0.1
CCOC(=O)C1=C(C)S/C(=C\N(C)C)C1=O	18	11	-5	0.1	-5	-15	-3	15	1.8
CCOC(=O)c1sc(=NC(=O)COc2ccccc2)n(C)c1C	1	7	3	0.7	-9	-17	21	14	0.2
O=C(NCCCl)C1Cc2c(ccc3ccccc23)O1 (configuration not stated)	17	5	6	0.7	-8	-3	-40	-4	0.6
CCOC(=O)N1CCN(C(=O)CN(C2CCCCC2)S(=O)(=O)c2c(C)cc(C)cc2C)CC1	-16	4	3	-0.6	1	10	71*	12	-0.6
Cc1nc(N2CCOCC2)nc(N2CCCCC2C)c1[N+](=O)[O-] (configuration not stated)	3	8	.	-0.2	3	24	-31	57	-1.1
Cc1ccc(-c2nc(C(F)(F)F)cc(=O)[nH]2)cc1	10	10	.	0.3	1	-7	5	-3	0.3
Cc1nc2cc(N)ccc2n1-c1ccccc1	9	7	-2	1.1	-8	9	-1	-18	0.5
Cc1cc(=O)[nH]c(N/N=C/c2c(C)nn(-c3ccc(F)cc3)c2Cl)n1	15	6	-1	1.4	-10	27	-11	-12	0.9
CN(C)c1ncnc2c1NC1=C(S2)C(=NCCCC(=O)O)CC(C)(C)C1	1	8	3	0.7	57[fluorescence artefact?]	-7	11	-1	-0.2
CC(=O)NCCCNc1ccc([N+](=O)[O-])cc1	27	14	-2	0.7	-7[fluorescence artefact?]	-34	-20	3	1.6
COc1ccc(C(=O)O/N=C2\CCCc3nonc32)cc1	4	0	-3	0.5	-17[fluorescence artefact?]	-33	0	25	2.2
O=C(c1ccc2c3c(cccc13)CC2)C1CCCN(Cc2ccccn2)C1 (configuration not stated)	5	10	5	0.4	-18	8	-24	-46	-0.6
COc1ccc(C)cc1NC(=O)C1CCCN1C(=O)OCc1ccccc1 (configuration not stated)	5	10	2	0.1	-11	12	4	24	-0.8
CCCCNC(=O)c1ccccc1NC(=O)CCSc1ccccc1	11	15	4	-1.0	6	30	0	12	-1.6
CC(=O)/C(=N\Nc1ccc(Cl)cc1Cl)Sc1cccc2cccnc12	-14	6	2	-0.5	-6	94*	-4	27	0.8
CC(C)N1CCN(Cc2cccc3nonc23)CC1CCO (configuration not stated)	-2	8	0	0.3	5	3	5	-6	2.3
C/C(=N\NC(=O)C1CC1c1ccccc1)c1cccs1 (configuration not stated)	-2	9	-3	0.4	1	18	11	5	-0.4
O=C(OC1CCOC1=O)c1ccc(S(=O)(=O)N2CCCCCC2)cc1 (configuration not stated)	24	7	5	1.0	-1	14	-4	12	0.2
CCN(CC)C(=O)Cn1nc(C)c2ccccc2c1=O	-5	8	-2	1.2	-1	0	-25	-15	-0.8
CCc1nnc(NS(=O)(=O)c2ccc(NC(=S)Nc3ccc(F)cc3)cc2)s1	15	15	0	0.8	-16	-18	-29	11	0.8
CSCC(=O)N1CCCC(CNC(=O)c2ccc(-c3ccccc3)cc2)C1 (configuration not stated)	15	27	0	1.1	-8	17	-11	-80	2.4
Cn1c(=O)cc(SCC(=O)NCCCN2CCN(c3ccccc3F)CC2)c2ccccc21	-9	16	21*	0.4	10	8	-22	49	-0.4
CCOC(=O)CCCCC(=O)c1[nH]c(=O)[nH]c1CSCCO	19	6	-2	0.8	-19[fluorescence artefact?]	46	18	14	0.3
O=S(=O)(Cc1ccccc1)NCC1CCCO1 (configuration not stated)	2	7	4	0.9	2[fluorescence artefact?]	36	10	15	-0.9
Cc1ccc(S(=O)(=O)NC2=C(N3CCN(Cc4ccccc4)CC3)C(=O)c3ccccc3C2=O)cc1	24	.	-3	-0.2	8	31	0	33	1.2
COC(=O)NC1CCC(NC(=O)OC)CC1 (configuration not stated)	7	6	3	0.3	2[fluorescence artefact?]	1	-16	-12	0.5
COc1cc2c(cc1OC)C(c1ccccc1)N(C(=O)c1ccco1)CC2 (configuration not stated)	19	6	.	.	4	-16	.	28	.
O=C(NC(=S)N(Cc1ccccc1)Cc1ccccc1)c1ccccc1F	16	5	-4	-1.3	-9	12	-9	15	-0.8
CC(C)(NO)/C(=N/O)c1ccc(Br)cc1	-14	8	0	0.4	2	108*	6	46	-1.4
O=C(NCCCN1CCOCC1)c1cc2ccccc2oc1=O	5	5	4	-0.1	-5	-32	-1	18	1.0
CCOC(=O)N1CCN(C(=O)C2CCN(Cc3ccc(OC)cc3OC)CC2)CC1	-36	5	-1	1.0	-2	18	-12	-35	-0.5
CCCn1c2ccc(/C(C)=N\O)cc2c2cc(/C(C)=N/O)ccc21	-4	10	-4	-1.6	-4	14	11	1	-2.4
CCCNS(=O)(=O)c1ccc(CCC(=O)N2CCN(c3ccc(F)cc3)CC2)cc1	10	10	-3	0.4	-29	20	-1	7	1.8

This is a subset. The share of hits here may be higher or lower than overall.
